KB-3-1 cytotox – KB-3-1 parental cell cytotoxicity; KB-3-1 viability, CellTiter-Glo ATP luminescence, 72 h; Potency, µM (titrated, usually from 46.1 µM), for the others: top-dose activity change, negative = cytotoxic, most hits filed as cytotoxic; 1.4% of 400,000 active; AID 1347075; note: potency is the fitted concentration of half-maximal effect; % is set by controls: 0 for no effect and ±100 for the full control effect; nearly all actives have a fitted effect of over 60% in size
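Cells are dispensed, compounds pinned in, plates held at 37 °C for 72 h, then CellTiter-Glo is added and luminescence read after 10 minutes. Cell line: parental KB-3-1 in phenol-red-free DMEM, 10% FBS.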
KB-V1 MDR tox – kills drug-selected multidrug resistant KB-V1 cells | 3.4% of 400,000 active | Potency, µM (top dose mostly 46.1 µM), for the others: top-dose activity change, negative = cytotoxicity, most hits filed as cytotoxic | KB-V1 MDR cells viability, CellTiter-Glo, 72 h; note: potency is the fitted concentration of half-maximal effect; % is set by controls: 0 for no effect and ±100 for the full control effect; nearly all actives have a fitted effect of over 60% in size
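Drug-selected KB-V1 cells, grown in DMEM lacking phenol red with 10% FBS, receive compound titrations; after three days at 37 degrees C, surviving cell ATP is quantified by CellTiter-Glo luminescence and responses normalized and curve-fitted.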
S2 tox – viability counter-screen for ATXN expression inhibitors; S2 cells (HEK-293 line with an ATXN2-luciferase reporter) viability, CellTiter-Fluor protease fluorescence, 24 h; Potency, µM (series often up to 56.7 µM), hits mostly cytotoxic; 0.49% of 400,000 active; AID 651635; note: potency is the fitted concentration of half-maximal effect; nearly all actives have a fitted effect of over 40% in size
SW480 rerep – inducers of DNA re-replication in SW480 colon cancer cells; SW480 DNA re-replication, Hoechst DNA content imaging, 48 h; AID 624297; Potency, µM (doses to about 46.1 µM), inactives show at the highest dose re-replication activation, most hits filed as activators; 1.8% of 340,000 active; note: potency is the fitted concentration of half-maximal effect; % of control where 0% means no effect; nearly all actives have a fitted effect of over 55% in size
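Treated cells incubate 48 hr (37 C, 5% CO2), are stained 40 min with Hoechst, and nuclear fluorescence is enumerated; a rise in nuclei with high DNA signal marks re-replication.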
HT1080 IDH1KD tx – HT-1080 IDH1 knockdown cell toxicity (counter line) | HT-1080 IDH1 knockdown viability, ATP luminescence, 48 h | Potency, µM (doses to about 46.1 µM), inactives show at the top dose activity, negative = toxicity, usual class: cytotoxic | 2% of 360,000 active;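 note: potency is the fitted concentration of half-maximal effect; 0% = DMSO wells and -100% = cell-free medium wells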
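After a 2 h attachment period, IDH1KD HT-1080 cells took pin-transferred compound for 48 h at 37 °C; ATP-based luminescence after 10 min room-temperature reagent incubation reported viability.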
IL1B secr inh – inhibitors of inflammasome signaling (IL-1 beta secretion). activity change, % at 57.5 µM. 4.7% of 360,000 active. AID 743279. THP-1 LPS/ATP IL-1B secretion, AlphaLISA, 16 h; stronger effect = lower value; in the data active = activity change below about -50%; inconclusive = mostly about -30% to -49%; note: % is set by controls: 0 for no effect and ±100 for the full control effect
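THP-1 cells pretreated 1 hr with compounds (up to 57.5 uM final), then stimulated with LPS (250 ng/mL final) plus ATP (1.25 mM final); secreted IL-1B measured by AlphaLISA after 16 hr, decreased signal indicating inhibition.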
HT1080-NT tox – kills 2HG-producing HT-1080-NT fibrosarcoma cells; Potency, µM (series often up to 46.1 µM), inactives show top-dose activity, negative = less viability, actives largely listed as cytotoxic; HT-1080-NT fibrosarcoma viability, CellTiter-Glo ATP luminescence, 48 h; 1.6% of 360,000 active;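 note: NT is the 2HG producing partner of a matched IDH1 knockdown line; potency is the fitted concentration of half-maximal effect; 0% = DMSO-treated cells and -100% = media-only wells without cells; nearly all actives have a fitted effect of over 55% in size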
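Fibrosarcoma NT cells, 750 per well in 5% FBS RPMI, were exposed to compound for 48 hours. Viability: CellTiter-Glo luminescence.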
ATXN2 expr inh – ATXN2 expression inhibition | 0.72% of 360,000 active | Potency, µM (doses to about 57 µM), for inactives: top-dose activity change, negative = inhibition, usual class: inhibitors | HEK-293 ATXN2-luciferase reporter, luminescence, 24 h; note: potency is the fitted concentration of half-maximal effect; % is set by controls: 0 for no effect and ±100 for the full control effect; nearly all actives have a fitted effect of over 55% in size
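qHTS (up to 57 uM final) was run with 24 h compound exposure of reporter cells at 37 °C. Each well was multiplexed: SteadyGlo luminescence measured ATXN2-luciferase expression after a fluorogenic Gly-Phe-AFC viability readout (25 uM final).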
MCF10A rereplic – inducers of DNA re-replication in MCF 10A breast cells; MCF 10A DNA re-replication, Hoechst nuclear intensity, 48 h; Potency, µM (series often up to 46.1 µM), inactives show at the highest dose activity, positive = re-replication, usual class: activators; 2.9% of 350,000 active; note: potency is the fitted concentration of half-maximal effect; % of control where 0% means no effect; nearly all actives have a fitted effect of over 50% in size
An asterisk follows results filed as active; i = inactive; ? = inconclusive; . = no result given; [ ] = dose if it differs, or a comment. Unless noted, calls come from the whole dose curve; as a rule, active = well fitted curve in the direction sought with a large enough effect; inconclusive = small, poorly fitted or top-dose-only effect, or another doubt; inactive = no such curve, though single readings can be large; an effect the other way counts as inactive or inconclusive.

Value order – KB-3-1 cytotox, KB-V1 MDR tox, S2 tox, SW480 rerep, HT1080 IDH1KD tx, IL1B secr inh, HT1080-NT tox, ATXN2 expr inh, MCF10A rereplic
[1] Cc1ccccc1C(=O)NN1C(=O)CSC1=S
→ 10%, 3%, i, -1%, 3%, -1, 1%, -8%, 5%
[2] O=C(CCCN1C(=O)c2cccc3cccc(c23)C1=O)N1CCN(c2ccc(F)cc2)CC1
→ 13%, ?, i, 9%, 20%, -54*, 5%, -26%, 15%
[3] Cc1nc2sccn2c(=O)c1S(=O)(=O)N1CCN(c2cccc(C(F)(F)F)c2)CC1
→ -17%, -25%, i, -6%, -9%, -16, -12%, 8%, 16%
[4] C#CCOCCOCCOCCNc1nc(N2CCN(C(=O)C([C@@H](C)CC)n3cc(C(N)CO)nn3)CC2)nc(N2CCN(C(=O)C([C@@H](C)CC)n3cc(C(N)COC(=O)C(F)(F)F)nn3)CC2)n1 (stereo partly drawn)
→ 12%, ?, i, -8%[9.22 µM], 13%, 5, 12%, 3%, 7%
[5] CN(C)CCCNc1oc(-c2ccccc2Cl)nc1S(=O)(=O)c1ccccc1
→ 0%, ?, i, -21%, -2%, -27, -10%[9.24 µM], -25%, -4%
[6] CCOc1ccc(CN(C)CC(=O)NCc2ccccc2Cl)cc1
→ ?, -18%, i, 4%, -6%, -5, -17%, 8%, 25%
[7] O=C(Nc1ccccc1)c1ccc2c(O)c(S(=O)(=O)c3ccc(Cl)cc3)c(=O)[nH]c2c1
→ 8%, 5%, i, ., ., ., ., 3%, .
[8] COc1ccc(OC)c(NC(=O)CCNC(=O)c2ccco2)c1
→ 6%, ?, i, -11%, 12%, -1, ?, 3%, 10%
[9] Cn1c(=O)[nH]c(=O)c2c1nc(N1CCC(Cc3ccccc3)CC1)n2Cc1ccccc1
→ 0%, ?, ?, -6%, 6%, -12, -13%, ?, 6%
[10] CC(C)Oc1cccc(C(=O)Nc2ccc(N3CCN(S(C)(=O)=O)CC3)cc2)c1
→ 4%, -28%, i, -7%, 6%, 4, 4%, 3%, 19%
[11] Cc1ccc(C(=O)c2c3ccccc3[n+]([O-])n2CCO)cc1
→ -1%, 2%, i, -2%, 1%, 31, -3%, 5%, 11%
[12] CC(=O)Nc1ccc(S(=O)(=O)NCCC(=O)Nc2ncccc2C)cc1
→ ?, 10%, i, 2%, 2%, 8, 2%, 12%, -1%
[13] NC(=O)c1ccc(NC(=O)COC(=O)/C=C/c2cccs2)cc1
→ -2%, 33%, i, -9%, ?, -6, -10%, -2%, 1%
[14] COc1ccc(S(=O)(=O)n2nc(OC(=O)c3ccccc3)cc2N)cc1
→ 12%, -1%, i, -5%, 13%, 13, 13%, -30%, 2%
[15] Cc1ccc2nc3c(c(C(=O)OCC(=O)NC4CCS(=O)(=O)C4)c2c1)CCCC3 (stereo not drawn)
→ -7%, 0%, i, -2%, -10%, -10, -1%, -15%, 2%
[16] O=C(CSc1nc2ccc(Nc3nc(N4CCOCC4)nc(N4CCOCC4)n3)cc2s1)Nc1ccccc1Cl
→ ?, ?, i, ?, -28%, 0, ?, 15%, 18µM*
[17] Cc1nnc(SCC(=O)NCC2CCCO2)n1Cc1ccccc1 (stereo not drawn)
→ 0%, 3%, i, 4%, 15%, -18, 1%, -7%, -9%
[18] Cc1ccccc1OCc1nc2ccccc2n1Cc1ccccc1Cl
→ -9%, -5%, i, ., ., ., ., -18%, .
[19] COCCCNS(=O)(=O)c1ccc(N2CCCCS2(=O)=O)cc1
→ 0%, 7%, i, ., ., ., ., -6%, .
[20] Cc1cc(NCCOCCO)n2ncc(-c3ccc(Cl)cc3)c2n1
→ ?, ?, ?, 17%, ?, -4, ?, 33%[activator], ?

At a glance, some entries already given.
Value order – KB-3-1 cytotox, KB-V1 MDR tox, S2 tox, SW480 rerep, HT1080 IDH1KD tx, IL1B secr inh, HT1080-NT tox, ATXN2 expr inh, MCF10A rereplic
[1] Cc1ccccc1C(=O)NN1C(=O)CSC1=S
→ 10%, 3%, i, -1%, 3%, -1, 1%, -8%, 5%
[2] O=C(CCCN1C(=O)c2cccc3cccc(c23)C1=O)N1CCN(c2ccc(F)cc2)CC1
→ 13%, ?, i, 9%, 20%, -54*, 5%, -26%, 15%
[3] Cc1nc2sccn2c(=O)c1S(=O)(=O)N1CCN(c2cccc(C(F)(F)F)c2)CC1
→ -17%, -25%, i, -6%, -9%, -16, -12%, 8%, 16%
[4] C#CCOCCOCCOCCNc1nc(N2CCN(C(=O)C([C@@H](C)CC)n3cc(C(N)CO)nn3)CC2)nc(N2CCN(C(=O)C([C@@H](C)CC)n3cc(C(N)COC(=O)C(F)(F)F)nn3)CC2)n1 (stereo partly drawn)
→ 12%, ?, i, -8%[9.22 µM], 13%, 5, 12%, 3%, 7%
[5] CN(C)CCCNc1oc(-c2ccccc2Cl)nc1S(=O)(=O)c1ccccc1
→ 0%, ?, i, -21%, -2%, -27, -10%[9.24 µM], -25%, -4%
[6] CCOc1ccc(CN(C)CC(=O)NCc2ccccc2Cl)cc1
→ ?, -18%, i, 4%, -6%, -5, -17%, 8%, 25%

Following part
Value order – KB-3-1 cytotox, KB-V1 MDR tox, S2 tox, SW480 rerep, HT1080 IDH1KD tx, IL1B secr inh, HT1080-NT tox, ATXN2 expr inh, MCF10A rereplic
[21] CC(C)(C)CN1C(N)=NC[C@@H]1c1ccccc1
→ 19%, ?, i, -14%, 0%, -4, 3%, 8%, 2%
[22] OC1(CN2CCOCC2)C2CN3CCN(C2)CC1(c1ccccc1)C3 (stereo not drawn)
→ -7%, 2%, i, 19%, 2%, -14, -4%, -6%, ?
[23] COc1ccc(-c2c(C)n([O-])c(C)c(C)[n+]2=O)cc1
→ 1%, 0%, i, -8%, 25%, 13, 14%, -5%, -8%
[24] Cc1ccccc1C(=O)NC1CCN(C(=O)N(c2ccccc2)c2ccccc2)CC1
→ 8%, 0%, i, -6%, 7%, 18, 2%, -7%, 1%
[25] Cc1ccc(C(=O)Nn2c(O)c(C=C3N=c4ccccc4=N3)sc2=S)cc1
→ 19%, 17%, i, 1%, 13%, -16, 4%, 9%, -3%
[26] CCN1CCN(c2ccc(NC(=O)c3cccc(F)c3)cc2Cl)CC1
→ ?, -15%, i, 16%, ?, -50*, ?, 30%, -1%
[27] O=C1C=C(c2ccc3ccccc3c2)C[C@@H](c2ccc(Cl)cc2)C1
→ ?, ?, i, 0%, 6%, ?, 12%, 106%[activator], 28%
[28] CCOC(=O)CC(=O)CSc1ncc(C(=O)OCC)c(N)n1
→ 14%, 0%, i, -6%, 8%, 22, 7%, -5%, -2%
[29] O=C(Nc1cccc(C(F)(F)F)c1)C1=CC=CN2CCS(=O)(=O)N=C12
→ 2%, 6%, ?, -19%, 1%, 17, 0%, ., 3%
[30] O=C(NCCCCCCNC(=O)c1ccc(Br)s1)c1ccc(Br)s1
→ ?, 3.3µM*, ?, -3%, ?, 57, ?, -34%, 19%
[31] C=CCc1cccc(CNc2cnc3ccccc3c2)c1O
→ -27%, -24%, ?, -3%, -28%, 10, -13%, ., -4%
[32] COc1ccccc1N1CCN(c2nc3ccccc3nc2C(C#N)C(=O)OC(C)C)CC1 (stereo not drawn)
→ ?, -10%, i, 2%, -2%, -5, -3%, -4%, 4%
[33] CS(=O)(=O)Nc1ccccc1C(=O)OCC(=O)NCc1cccs1
→ 11%, 0%, i, -4%, 7%, 15, -2%, -19%, -2%
[34] COc1cccc(NC(=O)C2CCCN2C(=O)Nc2ccccc2)c1 (stereo not drawn)
→ 18%, -3%, i, -11%, -17%, 6, -2%, 9%, 0%
[35] COc1ccc(C2CC(=O)Nc3c2c(C)nn3-c2nncc(-c3ccccc3)n2)c(OC)c1OC (stereo not drawn)
→ 0%, -15%, i, ., ., ., ., 2%, .
[36] CO/N=C(/CS(=O)(=O)Cc1ccccc1Cl)c1ccc(Cl)cc1Cl
→ 5%, -6%, i, -2%, ?, 11, -19%, -24%, 20%
[37] O=C(C1=C(O)C(=O)N(c2ncccn2)C1c1ccc(Cl)c(Cl)c1)c1ccco1 (stereo not drawn)
→ 6%, 4%, i, -2%, -8%, 12, -2%, 6%, -11%
[38] CCCCCn1c(=O)[nH]c2cc(C(=O)N3CCN(c4cccc(C(F)(F)F)c4)CC3)ccc2c1=O
→ 2%, -16%, i, ., ., ., ., 2%, .
[39] CCc1noc(C)c1C(=O)Nc1nc2ccc(OC)cc2s1
→ 12%, -11%, i, -19%, -2%, -18, -5%, 17%, -2%
[40] COCCNC(=O)CSc1c(C)cnc2c1c(=O)n(C)c(=O)n2C
→ 0%, ?, i, ., ., ., ., 11%, .

Not a hit list; any-hit rate near 11%.
